H9c2 TAG inh: inhibitors of triacylglycerol accumulation | H9c2 cells, Nile Red lipid (TAG) fluorescence; cells loaded with 200 µM oleic acid | inhibition, % at 12.5 µM | 230,000 compounds, 0.66% hits | AID 651582;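 active means pattern-corrected inhibition of lipid staining of at least 50% with the nuclear-stain viability signal not falling by more than 50%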;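 further: 0% = DMSO wells and 100% = triacsin C control wells; some results filed as inactive read as strong as hits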
H9c2 TAG inh DAPI viability: recorded beside H9c2 TAG inh, whose call it bears; DAPI nuclei signal change (viability), lower = more cytotoxic, %;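 whole-well DAPI fluorescence read on a plate reader as a viability signal; minus 50 percent equals half of cells still viable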
Active calls of the source: *. Only part of the results is shown; count on the stated rates, not on these rows.

Order of results – H9c2 TAG inh, H9c2 TAG inh DAPI viability
- CN(C)CC(O)COc1cc2ccccc2cc1C(=O)N1CCCCC1 (configuration not stated)
 : 25, 3
- CC1CC(C)CN(CCCNC(=O)c2ccc3nc(N4CCOCC4)sc3c2)C1 (configuration not stated)
 : 8, -11
- CS(=O)(=O)N1CCc2cc(C(=O)Nc3ccccc3)ccc21
 : 1, 8
- O=C(O)/C=C/C(=O)NC1CC1
 : 13, -3
- C=CCC(=O)NC1CCCc2c1cnn2-c1cc(F)cc(F)c1 (configuration not stated)
 : 13, -11
- NC(=O)NC(CC(=O)NNC(=O)c1cccs1)c1ccc(Cl)cc1 (configuration not stated)
 : -10, -3
- O=C(c1cc(C2CC2)on1)N1CCOCC1
 : 5, -3
- O=c1c(Cc2ccc(F)cc2)c(O)ccn1CCCN1CCOCC1
 : -21, -1
- O=C(O)c1cc(S(=O)(=O)NCCN2CCNC2=O)ccc1O
 : 9, 8
- COc1ccc(C(=O)C2CCCN(C(=O)c3cc(C)nc(C)n3)C2)cc1OC (configuration not stated)
 : 11, 2
- O=[N+]([O-])c1ccccc1S(=O)(=O)Nc1cccc(-c2ccc(N3CCCC3)nn2)c1
 : 0, 5
- ON=C(CCc1ccccc1)CCc1ccccc1
 : -18, 2
- CCOC(=O)N1CCN(CC(O)COC2CC(C)CCC2C(C)C)CC1 (configuration not stated)
 : -21, 2
- O=c1c(CO)cc(CO)cc(CO)c1O
 : -3, 7
- OC[C@@H]1CN(CCN2CCOCC2)C[C@H](n2cnc3c(N4CCOCC4)ncnc32)O1
 : 0, -4
- O=C(Cc1csc(NC(=O)Nc2ccc(Cl)cc2)n1)NC1CCCC1
 : -5, 6
- O=C1N/C(=N\c2ccccn2)SC1Cc1ccccc1Cl (configuration not stated)
 : 2, -2
- Cc1ccccc1-n1c(SCC(=O)NC2CCS(=O)(=O)C2)nc2ccccc2c1=O (configuration not stated)
 : -6, 3
- Cc1ccc2c(COC(=O)C3CSC4(C)CCC(=O)N34)cc(=O)oc2c1C (configuration not stated)
 : -6, -1
- CC(=O)c1c(C)[nH]c(C(=O)OCC(=O)c2ccc(Br)cc2)c1C
 : -55, 16

A draw from above in order of SMILES length, lowest first:
Order of results – H9c2 TAG inh, H9c2 TAG inh DAPI viability
- O=C(O)/C=C/C(=O)NC1CC1
 : 13, -3
- CN(C)CC(O)COc1cc2ccccc2cc1C(=O)N1CCCCC1 (configuration not stated)
 : 25, 3
- CCOC(=O)N1CCN(CC(O)COC2CC(C)CCC2C(C)C)CC1 (configuration not stated)
 : -21, 2

(list continues)
Order of results – H9c2 TAG inh, H9c2 TAG inh DAPI viability
- COc1ccc2nc(C)cc(SCC(=O)N/N=C/c3ccc(O)c(O)c3)c2c1
 : -4, -3
- CCC(=O)Nc1ccccc1C(=O)N1CCN(Cc2ccccc2)CC1
 : -13, -1
- COc1ccc(NC(=O)CSCC(=O)N(C)CCOc2ccc(Cl)cc2)cc1
 : -18, 5
- O=C(CC(Cc1ccccc1)c1ccco1)NCc1ccco1 (configuration not stated)
 : -6, 0
- COc1ccc(-c2cc(C(=O)NCc3ccc(C(F)(F)F)cc3)[nH]n2)c(C)c1
 : -9, 3
- CC1(C(=O)NS(=O)(=O)c2ccc(C#N)cc2)CCN1C(=O)C1CCCCC1 (configuration not stated)
 : -4, -2
- Cc1nn(Cc2ccccc2)c(C)c1C(=O)N1CCN(CC(=O)Nc2ccc(F)cc2)CC1
 : -14, 5
- COc1cc(/C=C2/SC(=S)N(CC(=O)O)C2=O)ccc1OCC(=O)Nc1ccc(C)c(C)c1
 : 8, 4
- Cc1cc(C)c(S(=O)(=O)NCC(c2ccc3c(c2)OCO3)N2CCOCC2)c(C)c1 (configuration not stated)
 : 1, 2
- Cc1ccc(S(=O)(=O)N2CCCCC2)cc1NC(=O)CSc1ncn[nH]1
 : 0, -7
- Cc1cc(OCc2cccc(S(=O)(=O)N3CCOCC3)c2)ccc1Cl
 : -8, 8
- CS(=O)(=O)c1ccc(Cl)c(NC(=O)COC(=O)CNC(=O)c2sc3ccccc3c2Cl)c1
 : 8, 2
- COc1ccc(C(=O)OCCOc2cccc(Cl)c2)cc1S(=O)(=O)N1CCOCC1
 : -11, -6
- CCOCC(=O)Nc1ccc(S(=O)(=O)N2CCC(c3nc4ccccc4[nH]3)CC2)cc1
 : 16, -5
- Cc1nnc(NC(=O)c2csc3c2CCC(C)C3)s1 (configuration not stated)
 : 0, -11
- CCN(CC)CCN1C(=O)C(=O)/C(=C(/O)c2ccncc2)C1c1ccccc1 (configuration not stated)
 : 7, -3
- O=C(Nc1ccc(N2CCOCC2)cc1)c1csc([C@@H]2O[C@H](CO)[C@H](O)[C@H](O)[C@H]2O)n1
 : 7, -3
- Cc1ccccc1C(=O)N1CCC(C(=O)Nc2ccc(S(=O)(=O)N3CCCCC3)cc2)CC1
 : 3, 3
- O=C(N/N=C1/CC2C=CCC12)c1cccs1 (configuration not stated)
 : 12, -1
- CCOc1ccc(S(=O)(=O)Nc2cc(S(=O)(=O)N3CCOCC3)ccc2OC)cc1
 : 15, -2

Laid out differently: entries from further up
mol | H9c2 TAG inh | H9c2 TAG inh DAPI viability
CC1(C(=O)NS(=O)(=O)c2ccc(C#N)cc2)CCN1C(=O)C1CCCCC1 (configuration not stated) | -4 | -2
Cc1cc(C)c(S(=O)(=O)NCC(c2ccc3c(c2)OCO3)N2CCOCC2)c(C)c1 (configuration not stated) | 1 | 2
Cc1nnc(NC(=O)c2csc3c2CCC(C)C3)s1 (configuration not stated) | 0 | -11
O=C(CC(Cc1ccccc1)c1ccco1)NCc1ccco1 (configuration not stated) | -6 | 0
Cc1nn(Cc2ccccc2)c(C)c1C(=O)N1CCN(CC(=O)Nc2ccc(F)cc2)CC1 | -14 | 5

Further entries follow:
Order of results – H9c2 TAG inh, H9c2 TAG inh DAPI viability
- COc1cc(OC)cc(OC(=O)C2CCN(C(=O)c3ccc(Cl)cc3)CC2)c1
 : -1, -7
- CCOc1ccc(-n2c(SCC(N)=O)nnc2-c2ccco2)cc1
 : -10, 1
- C[C@H](CO)N1C[C@H](C)[C@@H](CN(C)Cc2ccc(O)cc2)OCc2cnnn2CCCC1=O
 : 0, 2
- O=C(Cc1ccc(Br)cc1)Nc1cccc(S(=O)(=O)N2CCOCC2)c1
 : -9, -8
- Cc1ccc(NC(=O)COc2coc(CN3CCN(Cc4ccccc4)CC3)cc2=O)cc1
 : 1, -3
- COC(=O)c1ccccc1S(=O)(=O)N1Cc2cc([N+](=O)[O-])ccc2Oc2ccccc21
 : -7, 2
- Cc1ccc(OCCC(=O)NNC(=O)c2nn(C)c(=O)c3ccccc23)cc1
 : 5, 3
- Cn1c(CCc2ccccc2)nnc1SCC(=O)N1CCCC1
 : -27, 2
- Cc1occc1C(=O)NNC(=S)NCc1ccc(Cl)cc1
 : -13, 4
- N#C/C(=C/c1ccc(OCc2ccc(C(=O)O)cc2)c(Br)c1)c1cccc(F)c1
 : 3, -5
- CCc1ccccc1OCC(=O)Nc1cccc(S(=O)(=O)NCc2ccco2)c1
 : 12, -2
- Cc1ccccc1-n1c(SCC(=O)Nc2ccc3c(c2)OCO3)nnc1-c1ccccn1
 : 12, -25
- CCCOc1c(OC)cccc1C1CC(=O)Nc2cc(OC)c(OC)c(OC)c21 (configuration not stated)
 : 25, -10
- Cc1ccccc1Nc1c(-c2ccncc2)nc2ccc(Cl)cn12
 : -5, 6
- Cc1nc(NC(=O)COC(=O)C2CC2C)c(Cl)cc1Cl (configuration not stated)
 : -13, 1
- COc1cc2[nH]c3c(N4CCN(c5ccccn5)CC4)ncnc3c2cc1OC
 : 9, 14
- COc1ccc(C(=O)OCC(=O)NC(=O)NC2CCCC2)cc1[N+](=O)[O-]
 : -4, 3
- CCc1ccc(OCC(=O)NC(NC(=S)Nc2ccc(C)cc2C)C(Cl)(Cl)Cl)cc1 (configuration not stated)
 : 4, 1
- C#CCOCCOCCOCCNc1nc(N2CCN(C(=O)[C@H]([C@@H](C)CC)n3cc([C@@H](N)Cc4ccc(O)cc4)nn3)CC2)nc(N2CCN(C(=O)[C@H](CCCCN)n3cc([C@@H](N)C(C)CC)nn3)CC2)n1 (some centres not stated)
 : -55, 30
- CC(=O)c1ccc(N2C(=O)[C@@H]3[C@H](C2=O)[C@H]2c4ccccc4C=NN2[C@@H]3C(C)=O)cc1
 : 8, -7
- COC(=O)c1c(-c2ccc(OC)c(OC)c2)csc1N
 : 1, -6
- CCN1C(=O)N(C)C2(c3ccccc3)N(C)C(=O)N(C)C12c1ccccc1 (configuration not stated)
 : -17, -2
- C/C(=N/NS(=O)(=O)c1ccc(CC(C)C)cc1)c1ccncc1
 : -17, -6
- CN(CC(=O)Nc1cccc2ccccc12)C(=O)c1ccc(F)cc1F
 : -20, -8
- CCOC(=O)N1CCC(NC(=S)Nc2ccc3nc(N4CCN(CC)CC4)cc(C)c3c2)CC1
 : 21, -7
- CC(=O)N1CCN(Cc2nc(C(c3ccccc3)c3ccccc3)no2)CC1
 : 1, -11
- Cc1ccc(CCNC(=O)CN2CCN(Cc3ccccc3F)C2=O)cc1
 : 10, 3
- O=C(CCC1CCCC1)NNC(=O)c1ccccc1O
 : 0, -12
- O=C(NCCC1=CCCCC1)c1coc(=O)c(Br)c1
 : 4, 3
- COc1ccc(CNC(=O)CN2C(=O)NC3(CCCCCCC3)C2=O)cc1
 : -13, 3
- CN1Cc2cccc3c2C(Cc2ccccc2S3)C1 (configuration not stated)
 : -9, 11
- O=C(NCC(=O)N1CCN(C(=O)c2ccco2)CC1)c1ccc(Br)cc1
 : 20, 0
- COc1ccc(C(C)=O)cc1COC(=O)c1ccc(C)c(S(=O)(=O)N2CCOCC2)c1
 : -34, 10
- C=CCC1(CC=C)CCCN1C(=O)CC1C(=O)NCCN1Cc1ccccc1OC (configuration not stated)
 : 13, -9
- O=C(NNc1cccc(Cl)n1)c1c(F)cccc1F
 : -2, -3
- COc1ccccc1CNC(=O)Cn1c(=O)oc2cc(Cl)ccc21
 : -15, 6
- COc1ccccc1N1CCN(C(=O)c2ccc3ncsc3c2)CC1
 : 12, -3
- Cc1csc(NC(=O)c2ccc3c(=O)n4c(nc3c2)CCCCC4)n1
 : 11, 1
- CCCCCCN1C=CC(=C2C(=O)c3ccccc3C2=O)C=C1
 : -16, -9
- Nc1ncc(-c2cc3ccccc3oc2=O)s1
 : -11, 22
- CCCCCCC(=O)Nc1nc(C)c(-c2csc(Nc3cc(Cl)ccc3OC)n2)s1
 : 8, 3
- Cc1nc(SCc2ccccc2)c(C(F)(F)F)c(=O)[nH]1
 : -17, -7
- CCOC(=O)c1cc(-c2cccs2)nn1CCC#N
 : 0, 1
- COc1ccc(C(=O)c2ccc(N3CCN(C4CC(=O)NC4=O)CC3)cc2)cc1F (configuration not stated)
 : -15, 17
- CN(C)c1ccc(NC(=O)c2cccc([N+](=O)[O-])c2)c2ccccc12
 : -9, 1
- CC(=O)Nc1ccccc1C(=O)C(=O)Nc1cccc(C(=O)NCC2CCCO2)c1 (configuration not stated)
 : 3, 5
- COc1ccc(S(=O)(=O)N2CCCOC2CNC(=O)C(=O)NCc2ccccn2)cc1 (configuration not stated)
 : 2, -3
- COc1cc2c(cc1N)-c1ccc(N)cc1C2=O
 : -1, 4
- COCC(C)OC(=O)c1c(N)n(CC(C)C)c2nc3ccccc3nc12 (configuration not stated)
 : -19, 41
- C/C(=N\NC(=O)CCC(=O)NCc1ccccc1)c1ccc([N+](=O)[O-])cc1
 : 6, -4
- O=C(NCC(=O)N1CCN(C(c2ccccc2)c2ccccc2)CC1)c1ccccc1Br
 : -6, -3
- Cc1ccc(C(=O)N/N=C\c2ccc([N+](=O)[O-])o2)cn1
 : 15, -1
- CCn1cc(C(C)(C)C)c(C#N)c1NC(C)=O
 : 7, -8
- Cc1ccc2c(c1)C1CN(C)CCC1N2S(=O)(=O)c1ccc(Oc2ccc([N+](=O)[O-])cc2)cc1 (configuration not stated)
 : -1, 15
- CN1OC[C@@H]2CN[C@H](c3ccc(-c4ccccc4)cc3)C[C@@H]21
 : 37, -20
- COc1ccc(/C=N/NC(=O)Cc2ccc(Cl)cc2)cc1OC
 : 6, -4
- COc1ccc(N2C(=O)N3[C@H](c4ccc(Cl)cc4)[C@@H]4C(=O)N(C5CCCCC5)C(=O)[C@@H]4[C@]3(C)C2=O)cc1
 : -14, -4
- CCCN(C(=O)CCNC(=O)c1ccc(Cl)cc1)c1c(N)n(Cc2ccccc2)c(=O)[nH]c1=O
 : 2, 5
- O=S(=O)(CCc1ccccc1)/N=C/c1cccs1
 : -10, 8
- CCC(=O)N1c2ccccc2NC2=C(C(=O)CC(C)(C)C2)C1c1cccnc1 (configuration not stated)
 : 7, -5

(continued)
Order of results – H9c2 TAG inh, H9c2 TAG inh DAPI viability
- CCCCCCC(=O)Nc1ccc(S(=O)(=O)Nc2onc(C)c2C)cc1
 : 16, -9
- COc1ccc(-c2cc3ncc(-c4ccccc4)c(N)n3n2)cc1
 : -5, 11
- CCN(CC)C(=O)C1=C(C)N(Cc2ccc(OC)cc2)C(=O)C(CC(=O)NC2CCCC2)C1 (configuration not stated)
 : 3, -2
- COc1ccc(CNC(=O)COC(=O)c2cc3ccccc3o2)cc1
 : -13, -1
- CC(C)c1ccc(NC(=O)C2Cc3c(-c4ccc5c(c4)OCO5)ccnc3O2)cc1 (configuration not stated)
 : -26, 5
- O=C(CSc1nc(C(F)(F)F)cc(=O)[nH]1)NCC1CCCO1 (configuration not stated)
 : -9, 5
- CC(C)(C)OC(=O)NC(CNCc1ccccc1)Cc1ccccc1 (configuration not stated)
 : -2, -35
- C[C@H](CO)N1C[C@H](C)[C@@H](CN(C)C(=O)Nc2cccc(Oc3ccccn3)c2)OCc2cnnn2CCCC1=O
 : 18, 0
- CC(=O)Nc1cccc(Oc2ccc(-c3noc(C)n3)cc2)c1
 : -31, 8
- CC(C)NC(=O)NC(=O)CSc1nncs1
 : 5, -9

Screening results: PubChem BioAssay, Sanford-Burnham Center for Chemical Genomics
